Screens: PubChem, Sanford-Burnham Center for Chemical Genomics
Rat MKP-3 inhibitors: MKP-3 phosphatase inhibitors, primary screen, biochemical, rat enzyme, in vitro (AID 425). one-dose inhibition, % at 20 µM; IC50 in µM for titrated hits. hit rate 0.17% among 110,000. Dual specificity protein phosphatase 6 (Rattus norvegicus). recombinant MKP-3 phosphatase activity, fluorescence; higher % means a stronger effect; in the data active means inhibition above about 50%;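 further: plate controls were vehicle for no effect and reference inhibitor for full effect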
Hsp70 inhibitors: Hsp70 inhibitors, probe displacement, primary screen, biochemical, fluorescence polarization (AID 583); Heat shock 70 kDa protein 1A (Homo sapiens); Hsp70 fluorescence polarization probe displacement, mP; higher % means a stronger effect; one-dose displacement, % at 20 µM; IC50 in µM for titrated hits; hit rate 0.06% among 140,000; in the data active means displacement above about 50%;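 further: plate controls were vehicle for no effect and reference ligand for full effect; a part of the inactive calls stands beside numbers as strong as those of hits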
Active calls of the source: *; · = not tested or not shown; & = joins results of further samples.

The opening 2 compounds, ahead of the listing:
Values run as follows: Hsp70 inhibitors	Rat MKP-3 inhibitors
Cc1ccc2nc(N3CCN(C=O)CC3)nc(-c3ccccc3)c2c1
    -2.6%	·
CC(CNC(=O)c1ccc(-c2ccccc2)cc1)CN(C)C (centres undefined)
    -1.7%	·

This part in full, previewed entries included:
Values run as follows: Hsp70 inhibitors	Rat MKP-3 inhibitors
Cc1ccc2nc(N3CCN(C=O)CC3)nc(-c3ccccc3)c2c1
    -2.6%	·
CC(CNC(=O)c1ccc(-c2ccccc2)cc1)CN(C)C (centres undefined)
    -1.7%	·
O=C(Nc1cc(C(F)(F)F)ccc1N1CCOCC1)c1ccccc1F
    -4.8%	·
Cc1ccc2nc(-c3cc(N)cc(N)c3)oc2c1
    -2.2%	·
Cc1cccc(NC(=O)c2ccncc2)c1
    -1.6%	0%
Cc1cccc(NC(=O)C2C(C(=O)O)C3C=CC2C32CC2)c1C (centres undefined)
    2.0%	-13%
O=C1CSC2(C(=O)Nc3ccccc32)N1c1cccc(C(F)(F)F)c1 (centres undefined)
    3.6%	-2%
COC(=O)c1ccc(Oc2ccc(/C=C3/SC(=S)N(C)C3=O)cc2OC)c([N+](=O)[O-])c1
    -0.4%	-2%
Cc1c(NC(=O)c2cccs2)cccc1-c1nc2ncccc2o1
    -3.9%	3%
O=C(c1ccccc1)C1CCc2occc2C1=O (centres undefined)
    6.2%	-7%
S=C(c1ccc(N2CCCC2)cc1)N1CCCCC1
    -1.5%	-4%
COC(=O)NCc1ccc2c(c1)OCO2
    -0.3%	·
COc1ccc(CN2CCN(C(=O)c3ccc(-c4ccccc4)cc3)CC2)cc1OC
    -2.9%	0%
CCCCc1ccc(NS(=O)(=O)N(C)C)cc1
    -4.9%	-2%
COc1ccccc1N(O)C1CC(=O)N(c2ccc(Br)cc2)C1=O (centres undefined)
    -1.1%	4%
O=C1CN(C(=O)COC(=O)c2ccccc2NC(=O)c2ccco2)c2ccccc2N1
    3.7%	-5%
COc1ccc(OC)c(C2/C(=C(/O)c3ccccc3)C(=O)C(=O)N2Cc2ccco2)c1 (centres undefined)
    9.6%	-6%
COc1ccc(/C=C2/SC(=S)N(CCCC(=O)OCCN(C)C)C2=O)cc1
    1.4%	-1%
COc1ccccc1NC(=O)CSc1nnc(-c2ccco2)n1Cc1ccco1
    -4.1%	-1%
O=C(NCc1cccnc1)NC(C(F)(F)F)C(F)(F)F
    -4.4%	-9%

Next part:
Values run as follows: Hsp70 inhibitors	Rat MKP-3 inhibitors
COc1ccc(C2Nc3ccccc3C(=O)N2Cc2ccco2)cc1COc1c(C)cccc1C (centres undefined)
    -0.6%	5%
CCOC(=O)c1nc2ccccc2s1
    -0.3%	-6%
CCOc1ccc(C2CC(c3ccccc3)Nc3nc(N)nn32)cc1 (centres undefined)
    8.1%	-7%
CCCn1nnc(NC(=O)c2ccc(Br)cc2)n1
    5.9%	-10%
COc1ccc(N2CC(C(=O)OCC(=O)c3ccccc3)CC2=O)cc1 (centres undefined)
    -0.2%	·
COc1ccc(C(=O)Nc2ccc(S(=O)(=O)N3CCCC3)cc2)cc1
    2.9%	3%
Cc1ccc(NC(=O)C2CCCNC2=O)nc1 (centres undefined)
    1.7%	1%
c1ccc(-c2ccc(-c3nc(-c4ccccn4)no3)cc2)cc1
    ·	4%
CCn1ccc2cc(OC)ccc2c1=S
    -1.3%	·
O=C(NCCCO)NC12CC3CC(CC(C3)C1)C2
    2.0%	·
Cc1ccc(N=Cc2c(C(F)(F)F)[nH]n(-c3ccccc3)c2=O)cc1
    -6.7%	2%
COc1cc(/C=N/n2cnnc2)cc(Cl)c1OCCOc1ccc(C(C)(C)C)cc1
    -0.4%	0%
CN(C)c1ccc(/C=C(\C#N)C(=O)NCC2CCCO2)cc1 (centres undefined)
    -12%	0%
COc1ccc(-c2nn(-c3ccccc3)c(N)c2-c2ccccc2)cc1OC
    -0.2%	-4%
CCc1ccc(NC(=O)CN2C(=O)CSC2=O)cc1
    -0.2%	·
COc1ccc(CC(CC(=O)O)C(=O)Nc2ccc(OC)cc2)cc1 (centres undefined)
    2.5%	4%
Nc1ccc(Nc2ccncc2[N+](=O)[O-])cc1
    -2.2%&-0.9%	1%
Clc1ccccc1C1SCC2Nc3ccccc3CN21 (centres undefined)
    -0.2%	-1%
CCOC(=O)c1c(Cl)cc(Cl)c(NC(C)=O)c1[N+](=O)[O-]
    -1.8%	3%
O=C(COc1ccccc1Cl)NCc1ccco1
    4.3%&-2.5%	-9%&3%

The closing 6 entries of the part before lead into the next.
Values run as follows: Hsp70 inhibitors	Rat MKP-3 inhibitors
CCc1ccc(NC(=O)CN2C(=O)CSC2=O)cc1
    -0.2%	·
COc1ccc(CC(CC(=O)O)C(=O)Nc2ccc(OC)cc2)cc1 (centres undefined)
    2.5%	4%
Nc1ccc(Nc2ccncc2[N+](=O)[O-])cc1
    -2.2%&-0.9%	1%
Clc1ccccc1C1SCC2Nc3ccccc3CN21 (centres undefined)
    -0.2%	-1%
CCOC(=O)c1c(Cl)cc(Cl)c(NC(C)=O)c1[N+](=O)[O-]
    -1.8%	3%
O=C(COc1ccccc1Cl)NCc1ccco1
    4.3%&-2.5%	-9%&3%
COc1ccc(N2C(=O)CC(SC(=NCc3ccc(Cl)cc3)Nc3ccccc3)C2=O)cc1 (centres undefined)
    -6.5%	3%
C=CCNC(=S)NC(=O)/C=C/c1ccco1
    -1.7%	-2%
Cc1ccc(-c2nc3ncccn3c2Nc2ccc3c(c2)OCO3)o1
    ·	7%
COc1ccc(N2CC(C(=O)N/N=C/c3cc([N+](=O)[O-])ccc3O)CC2=O)cc1 (centres undefined)
    -0.4%	-2%
CCc1nnc(NC(=O)CSc2nnc(CSc3nc(C)cc(C)n3)n2C)s1
    1.1%	-8%
COc1cccc(C2CC(c3ccc(Cl)cc3)n3nc(N)nc3N2)c1 (centres undefined)
    1.5%	-4%
Cc1ccc(S(=O)(=O)n2cc(/C=C3\SC(N)=NC3=O)c3ccccc32)cc1
    -0.6%	4%
O=C(/C=C\c1ccc([N+](=O)[O-])cc1)Nc1ccc(N2CCOCC2)cc1
    -3.4%	-1%
Cc1sc(-c2ccncc2)nc1OC(=O)c1cc(Cl)cc(Cl)c1
    -6.1%	·
O=C(Nc1ccc(Br)cc1F)C1CCCO1 (centres undefined)
    0.4%	·
O=C(c1cccs1)N1CCN(c2cccc(Cl)c2)CC1
    0.7%	0%
Cc1cc(NS(=O)(=O)c2ccc(-c3ccccc3)cc2)no1
    -4.6%	-9%
O=C(Nc1ccncc1)c1cc2nc(-c3cccs3)cc(C(F)(F)F)n2n1
    -0.1%	0%
CCOC(=O)c1cc2sccc2n1CC(=O)Nc1ccc(OC)cc1OC
    5.9%	-2%
O=C(COc1ccc(Br)cc1)NNC(=O)c1ccco1
    4.1%	1%
N#Cc1c(N)oc(-c2cccs2)c1-c1cccs1
    4.7%	-6%
Cc1ccc(NC(=O)C2CCN(S(=O)(=O)c3cccc4cccnc34)CC2)nc1
    -0.7%	1%
CCOc1cc(/C=C2\C(=O)N(c3nc(-c4ccc(Br)cc4)cs3)N=C2c2ccccc2)ccc1O
    -15%	·
COc1ccc(CC(=O)N2CCCC(C)C2)cc1 (centres undefined)
    0.3%	·
Cn1c(/C=C/c2c[nH]c3ccccc23)nc2ccccc2c1=O
    -1.3%	3%

(further entries)
Values run as follows: Hsp70 inhibitors	Rat MKP-3 inhibitors
O=C1C(Cc2ccc(O)cc2)NC(=S)N1c1ccccc1 (centres undefined)
    0.6%	1%
Cc1ccc(NCC(=O)N/N=C\c2ccc(-c3ccc(Cl)cc3)o2)cc1
    2.9%	0%
COC(=O)/C(=C(/F)Sc1cc(C)c(O)c(C)c1)C(F)(F)F
    -4.6%	·
CC(C(=O)NCc1cccs1)N1C(=O)c2ccccc2C1=O (centres undefined)
    1.1%	·
O=C(C1CCCN1S(=O)(=O)c1cccc2cccnc12)N1CCN(c2ccccc2)CC1 (centres undefined)
    -6.6%	-9%
CCOC(=O)C(CCCOc1ccccc1)C(=O)OCC
    -0.1%&-0.6%	1%
COC(=O)c1ccc(NC(=O)CCNS(=O)(=O)c2cccc3nonc23)cc1
    -1.1%	-3%
COc1ccc(N2C(=O)CC(NCc3ccc(F)cc3)C2=O)cc1 (centres undefined)
    2.5%	·
Cc1ccc(S(=O)(=O)C(C#N)c2nc3ccccc3nc2N2CCN(C)CC2)cc1C (centres undefined)
    -2.5%	·
CCOC(=O)c1cnn2c1[nH]c(=O)c1ccccc12
    4.7%	-4%
CC(=O)NC(CC(=O)NCC(c1ccco1)N(C)C)c1ccccc1 (centres undefined)
    -0.1%	-8%
CCNC(=O)NC(=O)C(C)Sc1nc2cc(C(=O)OC)ccc2c(=O)n1-c1ccccc1 (centres undefined)
    12%	·
CCCC(=O)Nc1c(-c2cccs2)c(=O)c2ccccc2n1C
    -2.1%	·
COc1ccc(OC)c(N(CC(=O)Nc2ccc(C)cc2)S(C)(=O)=O)c1
    -0.9%	-3%
CCC(=NNC(=O)Nc1c(C)cccc1C)c1ccc(O)cc1
    0.0%	-1%
O=C(c1ccc2c(c1)OCO2)N(CC1CCCO1)C1(C(=O)NC2CCCC2)CCCCC1 (centres undefined)
    1.7%	-4%
Cc1cccc2cc(COC(=O)COc3ccccc3)c(=O)[nH]c12
    -0.3%	-3%
O=C(O)c1ccc(CSc2nc3ccc(N4C(=O)C5CCCCC5C4=O)cc3s2)cc1 (centres undefined)
    5.1%	-5%
COc1ccc2c3c(cccc13)NN=C2C
    ·	5%
COc1cc(CN2CCC(C(=O)N3CCC(C)CC3)CC2)cc(Br)c1O
    1.7%	3%

Later entries
Values run as follows: Hsp70 inhibitors	Rat MKP-3 inhibitors
COc1ccc(CCNC(=O)C(=O)Nc2cccc(C(F)(F)F)c2)cc1
    3.3%	3%
O=C(c1ccc(-c2ccccc2)cc1)N1CCN(Cc2ccncc2)CC1
    -2.9%	1%
CCOC(=O)CSC1=C(C#N)C(c2ccc(C)s2)CC(=O)N1 (centres undefined)
    -2.1%	-13%
COc1ccccc1N1CCN(C(=O)C2CCCO2)CC1 (centres undefined)
    -0.5%&3.2%	-2%&4%
CCOC(=O)c1c(NC(=O)c2cc3ccccc3o2)sc2c1CCC(C)C2 (centres undefined)
    -1.6%	2%
O=C(CCCNS(=O)(=O)c1ccccc1)NCc1ccco1
    0.6%	-1%
Cc1nnsc1NC(=O)OCCCl
    -1.0%	·
Cc1ccnc2nc(C(=O)OCCOc3cccc(Br)c3)nn12
    -0.1%	-3%
CCOc1ccc(/C=N\NC(=O)C2CC(=O)N(c3ccc(Br)cc3)C2)cc1 (centres undefined)
    3.6%	4%
CCn1c(=O)cc(O)c2ccccc21
    7.4%	-4%
Cc1ccc(N2C(=O)NC(=O)/C(=C/c3cccc(OCC(=O)O)c3)C2=O)cc1
    -0.5%	1%
COc1ccccc1CNC(=O)c1ccc([N+](=O)[O-])o1
    -3.7%	0%
CN(C(=O)CSc1nnc(-c2ccncc2)n1C)C1CCS(=O)(=O)C1 (centres undefined)
    -0.2%	·
NS(=O)(=O)c1ccc(NC(=O)CSc2ccc3ccccc3n2)cc1
    4.9%	·
O=C(O)CCn1c(SCc2cccc3ccccc23)nc2ccccc21
    4.4%	·
O=C(CNC(=O)c1ccco1)NCC(=O)OCc1cccc(Cl)c1
    -2.7%	·
COc1ccc2c(c1)C(=O)N(c1ccc(C)cc1C)C(=O)/C2=C/N1CCOCC1
    5.0%	1%
CCOC(=O)N1CCN(C(=O)CSc2nnc(-c3ccc(C)c(C)c3)o2)CC1
    1.3%	6%
CCOc1ccccc1C(=O)Nc1ccc(S(=O)(=O)N2CCOCC2)cc1
    2.5%	-3%
COc1ccc(-c2c(NC(C)=O)n(C)c3ccccc3c2=O)cc1
    1.1%	-10%

More records follow:
Values run as follows: Hsp70 inhibitors	Rat MKP-3 inhibitors
O=C1NCC(O)=C1C=NCCCO
    4.4%	-5%
CCCCCn1c(=O)[nH]c2cc(C(=O)NCCCN(CC)CC)ccc2c1=O
    4.2%	-4%
O=C(COC(=O)CCN1C(=O)c2ccccc2C1=O)Nc1ccc(S(=O)(=O)N2CCCC2)cc1
    5.3%	-13%
Cc1nc2c(ccc3nc(NC(=O)c4ccc(S(=O)(=O)N(C)C)cc4)sc32)s1
    -1.9%	-4%
CCCNC(=O)NC(=O)COc1c(F)c(F)cc(F)c1F
    8.1%	·
COc1ccccc1C(=O)Nc1ccc(S(=O)(=O)N2CCc3ccccc32)cc1
    -3.2%	·
COc1cc(OC)c(NC(=O)c2cc(C(F)(F)F)cc(C(F)(F)F)c2)cc1Cl
    -6.0%	4%
Fc1ccc(CCNC2CCN(Cc3ccccc3)CC2)cc1
    -0.7%	-2%
O=C(CCC(=O)OCC(F)(F)C(F)F)NCc1ccccc1
    3.5%	-4%
CN(CC(=O)Nc1cccnc1)S(=O)(=O)c1ccccc1
    -5.3%	·
CCOC(=O)C1C(=O)CC(C)(O)C(C(=O)OCC)C1c1ccc(C)s1 (centres undefined)
    0.8%	-7%
Cc1ccc(O)c(-c2cc(C(=O)NCc3ccncc3)[nH]n2)c1
    4.5%	2%

Not all compounds are listed; rates above refer to the full screens.
